Nrf2 ARE act: activators of Nrf2 (ARE) signaling | AID 624171 | Potency, µM (series often up to 46.1 µM), without a hit: at the highest dose activation, actives largely listed as activators | AREc32 ARE-luciferase reporter (MCF7-derived line), luminescence, 24 h | 410,000 tested, 0.31% active; further: potency means the concentration at half of the fitted maximal effect; % of control where 0% means no effect; nearly all actives have a fitted effect of over 65% in size
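Cells of the AREc32 ARE-luciferase line are plated in OPTI-MEM containing 5% FBS and left overnight at 37 deg C. Compounds are pinned in, incubation continues 24 hr, and firefly luciferase signal is then measured.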
ATXN2 expr inh: ATXN2 expression inhibition. 360,000 tested, 0.72% active. AID 1745845. Potency, µM (titrated, usually from 57 µM), inactives show at the top dose activity change, negative = inhibition, actives largely listed as inhibitors. HEK-293 ATXN2-luciferase reporter, luminescence, 24 h; further: potency means the concentration at half of the fitted maximal effect; on the % scale 0 is the no-effect control and ±100 the full control effect; nearly all actives have a fitted effect of over 55% in size
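qHTS (up to 57 uM final) was run with 24 h compound exposure of reporter cells at 37 °C. Each well was multiplexed: SteadyGlo luminescence measured ATXN2-luciferase expression after a fluorogenic Gly-Phe-AFC viability readout (25 uM final).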
ATXN viability: cell viability loss in ATXN counter-screen; AID 651635; Potency, µM (top dose mostly 56.7 µM), actives largely listed as cytotoxic; 400,000 tested, 0.49% active; S2 cells (HEK-293 line with an ATXN2-luciferase reporter) viability, CellTiter-Fluor protease fluorescence, 24 h; further: potency means the concentration at half of the fitted maximal effect; nearly all actives have a fitted effect of over 40% in size
TGFb inhibitor: inhibitors of TGF-b signaling; HepG2 CAGA-GFP TGF-b/SMAD3 reporter, GFP fluorescence, 18 h; TGF-beta stimulated, 500 pg/mL final; Potency, µM (titrated, usually from 46.1 µM), for inactives: at the highest dose activity, negative = inhibition, actives largely listed as inhibitors; 410,000 tested, 1.2% active; further: potency means the concentration at half of the fitted maximal effect; on the % scale 0 is the no-effect control and ±100 the full control effect; nearly all actives have a fitted effect of over 65% in size
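Using HEPG2 CAGA-GFP reporter cells at 1000 cells/well, we pinned test compounds, stimulated with recombinant TGF-beta (500 pg/mL final) and measured total well GFP after 18 h.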
IL-2 act: activators of IL-2. 360,000 tested, 0.065% active. AID 652025. IL-2 activation reporter assay, cell-based qHTS; stimulated with anti-CD3/CD4/CD28 beads; in transgenic mouse T cells. activation, % (series mostly up to about 46 µM); in the data active means activation above about 50%; inconclusive means mostly about 30% to 49%; further: 0% is about no effect
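Unstimulated transgenic mouse T cells; 60-min compound exposure; bead-based TCR/CD4/CD28 stimulation; 18 h culture, 37 degrees C; dual fluorescence (EGFP, DsRed) plate cytometry.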
EPAC2 agonist: agonists of human EPAC2 (RAPGEF4). Q8WZA2. EPAC2 activation, biochemical qHTS; response scale: 100% = 6.5 mM cAMP response. Potency, µM (titrated, usually from 154 µM), inactives show at the highest dose activation, usual class: activators. 360,000 tested, 0.079% active. AID 720711; further: potency means the concentration at half of the fitted maximal effect; nearly all actives have a fitted effect of over 50% in size
Target sequence (Q8WZA2 whole entry, looked up): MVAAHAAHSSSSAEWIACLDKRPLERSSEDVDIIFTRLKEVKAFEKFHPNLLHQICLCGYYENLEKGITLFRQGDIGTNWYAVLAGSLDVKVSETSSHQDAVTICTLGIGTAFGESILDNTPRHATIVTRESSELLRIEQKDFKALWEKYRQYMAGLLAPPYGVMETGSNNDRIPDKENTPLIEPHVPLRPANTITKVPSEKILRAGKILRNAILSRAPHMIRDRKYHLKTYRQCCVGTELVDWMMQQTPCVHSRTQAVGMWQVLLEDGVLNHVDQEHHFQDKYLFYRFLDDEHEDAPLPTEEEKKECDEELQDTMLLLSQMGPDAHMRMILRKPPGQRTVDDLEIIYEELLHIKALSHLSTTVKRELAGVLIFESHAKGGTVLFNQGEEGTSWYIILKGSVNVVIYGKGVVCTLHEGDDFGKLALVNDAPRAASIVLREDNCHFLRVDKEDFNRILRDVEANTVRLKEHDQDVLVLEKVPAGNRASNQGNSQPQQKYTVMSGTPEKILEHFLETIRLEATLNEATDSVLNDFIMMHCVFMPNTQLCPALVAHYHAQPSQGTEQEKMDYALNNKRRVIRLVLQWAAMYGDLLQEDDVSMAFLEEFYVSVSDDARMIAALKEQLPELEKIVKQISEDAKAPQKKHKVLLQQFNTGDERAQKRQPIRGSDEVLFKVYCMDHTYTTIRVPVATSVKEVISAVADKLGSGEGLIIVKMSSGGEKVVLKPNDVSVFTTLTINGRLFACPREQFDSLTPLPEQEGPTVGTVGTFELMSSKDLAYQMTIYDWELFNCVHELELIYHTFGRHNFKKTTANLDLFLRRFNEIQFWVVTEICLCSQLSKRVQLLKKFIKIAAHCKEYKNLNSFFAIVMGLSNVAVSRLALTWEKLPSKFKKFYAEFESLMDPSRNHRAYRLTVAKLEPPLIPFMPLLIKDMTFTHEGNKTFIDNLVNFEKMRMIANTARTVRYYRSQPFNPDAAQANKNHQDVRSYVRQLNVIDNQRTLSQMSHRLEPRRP
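Compounds were titrated in qHTS against a Rap1B-BODIPY-GDP (250 nM) complex with EPAC2 (100 nM) and GDP (50 uM). BODIPY-GDP release tracked at 480/540 nm over 30 min at room temperature, normalized to 6.5 mM cAMP.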
Nrf2 inh: blocks Nrf2 signaling | A549 ARE-Fluc reporter, luciferase luminescence, 18-24 h | 360,000 tested, 2.1% active | Potency, µM (top dose mostly 46 µM), inactives show top-dose activity change, negative = inhibition, actives largely listed as inhibitors | AID 504444; further: potency means the concentration at half of the fitted maximal effect; on the % scale 0 is the no-effect control and ±100 the full control effect; nearly all actives have a fitted effect of over 60% in size
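A549 ARE_Fluc cells (5000/well, 5% FBS OPTI-MEM) pre-incubated 2 h, then treated with compounds 18-24 h at 37C/5% CO2 in concentration-response. CellTiter-Fluor viability read first; BugLite luciferase luminescence after 15 min at room temperature gives Nrf2 activity.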
A549 tox: counter-screen for Nrf2 inhibitors: cytotoxicity in A549 cells. A549 ARE-Fluc cells, CellTiter-Fluor viability, 18-24 h. Potency, µM (top dose mostly 46 µM), for inactives: at the highest dose activity change, negative = cytotoxicity, actives largely listed as inhibitors. 390,000 tested, 0.16% active; further: potency means the concentration at half of the fitted maximal effect; on the % scale 0 is the no-effect control and ±100 the full control effect
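A549 ARE-Fluc cells in 5% FBS OPTI-MEM, 5000 cells/well, rested 2 h then exposed to compounds in concentration-response for 18-24 h at 37 °C. Viability by CellTiter-Fluor fluorescence (Ex 405/Em 525) after 30 min; luciferase luminescence (BugLite, 15 min, RT) read afterwards.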
HepG2 viability: HepG2 cytotoxicity, counter-screen for TGF-b inhibitors; HepG2 CAGA-GFP viability, ATP luminescence, 18 h; Potency, µM (doses to about 46.1 µM), without a hit: at the highest dose activity change, negative = cytotoxicity, actives largely listed as cytotoxic; 410,000 tested, 0.76% active; further: potency means the concentration at half of the fitted maximal effect; some results filed as inactive show a strong effect at the top dose
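CellTiter-Glo luminescence gave cytotoxicity after 18 hours at 37 degrees C. The cells were HepG2 CAGA-GFP in 1% FBS DMEM, stimulated with 500 pg/mL TGF-beta after compound addition. %Activity was normalised to no-cell wells (complete cell-killing) and DMSO (no toxicity), and curves were fitted and classified.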
* marks the source's active call; other numbers are inactive results; i = inactive; ? = inconclusive; nt = no result given; & = joins results of further samples; [ ] = another dose, or the depositor's remark. Unless noted, the call rests on the fitted dose curve; in most records, active means well fitted curve in the direction sought with a large enough effect; inconclusive means small, poorly fitted or top-dose-only effect, or another doubt; inactive means no such curve, though single readings can be large; an effect the other way counts as inactive or inconclusive. No enrichment for hits (roughly 4.3% active in at least one column).

molecule | HepG2 viability | Nrf2 ARE act | A549 tox | ATXN viability | EPAC2 agonist | ATXN2 expr inh | TGFb inhibitor | IL-2 act | Nrf2 inh
Cc1ccc(C(C(=O)NC2CCCCC2)N(C)Cc2ccccc2)cc1 (configuration not stated) | -30.8% | -0.4% | 2.0% | i | nt | 11.6% | 32.6% | nt | -4.3%[9.27 µM]
O=C(Nc1ccc([N+](=O)[O-])cc1)C(=O)Nc1cccc(C(=O)O)c1 | -70.2% | -3.4% | 0.0% | i | -2.1% | nt | -4.4% | -0.2 | ?
COc1ccc(NC(=O)CCCCC(=O)Nc2ccc(OC)cc2OC)c(OC)c1 | -15.1% | 0.2% | -1.5% | i | 7.1% | -1.8% | 10.7% | 0.0 | -5.6%
CC(=O)Nc1ccc(S(=O)(=O)NCCC(=O)OCC(=O)NCc2ccccc2)cc1 | -5.7% | -0.5% | -2.7% | i | 11.1% | 11.2% | -3.6% | -1.7 | 3.0%
Cc1cc(OCc2cc(C(=O)N3CCCCCC3)no2)cc(C)c1Cl | -7.6% | 0.6% | 9.8% | i | 11.8% | 72.4%[activator] | ? | -4.7 | ?
c1ccc(-c2csc(-n3cccn3)n2)cc1 | -2.0% | 1.8% | 5.2% | i | 5.1% | -26.3% | 0.7% | 3.7 | -10.2%
O=C(Oc1ccnc2cc(Cl)ccc12)N1CCCCCC1 | 5.3% | 8.0% | -11.9% | i | 2.6% | 0.4% | ? | -0.7 | ?
COc1cccc(C2NC(=O)c3ccccc3O2)c1OCc1ccccc1F (configuration not stated) | 4.0% | 2.4% | 1.4% | i | 7.4% | 10.3% | 5.3% | 1.2 | -6.1%
Cc1ccc(Cl)cc1N1CCN(C(=O)c2cc3c(=O)oc4ccccc4c3s2)CC1 | -12.4% | -0.3% | 1.5% | i | nt | -7.4% | -16.3% | nt | 3.3%[9.27 µM]
Cc1ccc2cccc(Oc3ccc([N+](=O)[O-])cc3[N+](=O)[O-])c2n1 | -0.2% | -0.6% | 4.5% | i | -4.7% | -11.8% | 7.7% | 0.6 | 7.9%
CC1CCN(C(=S)NC(=O)c2ccccc2)CC1 | 6.9% | 2.5% | 1.7% | ? | 0.4% | 4.9% | 7.1% | -0.5 | nt
O=[N+]([O-])c1cccc(S(=O)(=O)Nc2ccc(S(=O)(=O)NCC3CCCO3)cc2)c1 (configuration not stated) | 7.6% | -0.2% | 6.8% | i | 2.4% | -8.2% | 5.6% | -1.4 | -2.9%
CCOCCCNC(=O)C1CCN(C(=O)Nc2ccc(Cl)cc2)CC1 | -2.4% | 2.0% | 6.0% | i | -15.0% | 4.0% | 12.2% | -4.0 | 14.5%
O=C(NCCN1CCc2ccccc2C1)C1CCN(S(=O)(=O)N2CCCCC2)CC1 | -14.4% | 0.3% | 12.9% | i | 11.3% | -12.3% | ? | 3.8 | -16.0%
COc1ccc(N(C(=O)COc2ccc(F)cc2)S(=O)(=O)c2ccc(C)cc2)cc1 | -9.1% | -0.8% | -1.9% | i | 8.9% | 0.3% | -25.1% | 2.0 | -6.4%
CCOc1ccc(-c2cc(C(=O)N3CCC(C)CC3)c3ccccc3n2)cc1 | -1.5% | 1.9% | -2.4% | ? | 7.9% | 22.1% | 21.4% | -0.8 | 13.9%
CCOC(=O)c1cccc(NC(=O)Cn2ncc3c(=O)oc4ccccc4c32)c1 | -27.1% | 0.5% | 4.7% | i | nt | -3.6% | -24.0% | nt | 0.6%
O=C(CCc1nc(-c2ccccc2)no1)NCc1ccco1 | 3.3% | ? | 9.2% | i | 15.1% | 0.0% | -44.0% | -1.5 | nt
Cc1oc2c(C)c3oc(=O)c(CCC(=O)N4C[C@H]5C[C@@H](C4)c4cccc(=O)n4C5)c(C)c3cc2c1C | -2.0% | 0.7% | 5.2% | i | 3.0% | -13.9% | 5.4% | -0.7 | -6.8%
Cc1cccc(CNC(=O)Cn2ccc3cc(S(=O)(=O)N4CCCCCC4)ccc32)c1 | -27.6%&-7.6% | 4.4%&6.1% | 0.0%&-4.0% | ? | -5.8% | -15.5% | -19.4%&-18.2% | 0.4 | 0.0%&-16.6%
CCOc1ccc(C(=O)Nc2cccc(NC(=O)c3ccc(C(C)(C)C)cc3)c2)cc1Br | -0.8% | 5.9% | -2.2% | ? | nt | 51.4%[activator] | -4.9% | nt | ?
Cn1c2ccccc2c(=O)c2ccc(Cl)cc21 | -30.6% | 14.0% | nt | nt | 8.7% | nt | -28.5% | -0.1 | nt
CCc1ccc(C(=O)NNC(=O)C2CSC3(C)CCC(=O)N23)cc1 (configuration not stated) | 3.0% | -0.3% | -4.7% | i | -0.4% | 6.6% | 3.3% | -1.3 | 5.9%
COc1ccc(-c2cn[nH]c2-c2ccc(OC)cc2O)cc1 | -32.9% | -0.8% | 7.8% | i | 16.7% | 2.1% | ? | -1.7 | -3.4%
O=C(O)Cn1c(=S)sc2ccccc21 | 10.6% | 2.2% | 1.7% | i | 14.8% | -18.4% | 0.0% | 0.1 | 0.7%

molecule | HepG2 viability | Nrf2 ARE act | A549 tox | ATXN viability | EPAC2 agonist | ATXN2 expr inh | TGFb inhibitor | IL-2 act | Nrf2 inh
O=C(C1=NN[C@@H]2C(=O)N(c3ccccc3C(F)(F)F)C(=O)[C@H]12)c1ccc2ccccc2n1 | 7.4% | 4.3% | 4.9% | i | 6.7% | -8.1% | 5.0% | 0.4 | 2.9%
CC1CCC(NC(=O)COC(=O)c2ccco2)CC1 (configuration not stated) | 1.9% | 0.3% | -9.2% | i | 0.9% | nt | 0.5% | -0.4 | 2.1%
O=C(NC1CCCCC1)NC1CCN(C(=S)NCc2ccco2)CC1 | -25.4% | -0.2% | 2.2% | i | 9.1% | 4.5% | -17.6% | -1.6 | -7.0%
CCCCC12CN3CCN(CC(C3)/C1=N\NC(=O)Nc1ccccc1)C2 | -11.5% | 5.6% | -5.5% | i | -13.6% | -1.2% | -5.9% | 0.1 | 1.4%
Cc1cc(C)n(C(=O)CNc2ccc(C)c(C)c2)n1 | -31.5% | 0.1% | -1.2% | i | -0.8% | 11.0% | -19.5% | 1.1 | -11.5%
O=C(Nc1ccc(N2CCN(C(=O)c3ccco3)CC2)cc1)c1cc(Br)ccc1Cl | -12.7% | -0.1% | -15.0% | nt | -1.0% | ? | -29.8% | -4.6 | 23.1µM*
CCOC(=O)N1CCC(NC(=O)CSCc2nc(-c3cccc(OC)c3)oc2C)CC1 | -8.7% | -0.4% | -3.3% | i | -2.0% | -11.4% | ? | -1.1 | 18.4µM*
NCCSC1CC(=O)N(c2ccc(F)cc2)C1=O (configuration not stated) | -10.5% | -0.4% | -2.2% | ? | 1.4% | 4.6% | -13.6% | 1.1 | 19.4%
O=C(NCCS(=O)(=O)N1CCCCCC1)c1ccccc1 | 5.1% | 0.3% | 1.7% | i | 0.1% | -6.8% | 18.5% | -0.3 | 3.2%
O=C(CN(C(=O)CNC(=O)c1ccco1)c1ccc2c(c1)OCCO2)NC1CCCCC1 | 1.1% | -0.1% | -2.0% | i | -2.3% | -6.7% | 17.1% | -2.4 | 12.4%
COc1ccc2c(c1)c(=O)oc1cc(OC(C(=O)O)c3ccccc3)ccc12 (configuration not stated) | -5.6% | 2.9% | -1.2% | i | 1.1% | -32.2% | ? | -5.4 | 2.3%
C=CCc1cccc(/C=N/NC(=O)C(C)Nc2cccc(C)c2)c1O (configuration not stated) | -36.0% | -0.8% | 1.9% | i | 1.4% | -16.3% | ? | -0.6 | -2.9%
COc1ccccc1NC(=O)C(C)N(C)Cc1ccc(Cl)s1 (configuration not stated) | 14.8% | 0.7% | -1.9% | i | 13.3% | -8.2% | -26.6% | -3.3 | -16.7%
COc1cccc(/C=C/C(=O)c2ccc(NC3=NCCCS3)cc2)c1 | -44.6% | ? | 1.3% | nt | 11.0% | ? | ? | -0.7 | -6.7%
Cc1ccc(CNS(=O)(=O)/C=C/c2ccc3c(c2)OCO3)cc1 | 3.5% | 0.6% | -16.7% | i | 6.1% | 5.8% | -2.7% | -1.5 | -0.2%
CC(OC(=O)c1ccc(NC(=O)CC#N)cc1)C(=O)NC(c1ccccc1)c1ccccc1 (configuration not stated) | 8.2% | -0.1% | 2.3% | i | -10.6% | 0.4% | 1.0% | -0.3 | 9.9%
N#Cc1c(-n2cccc2C=O)sc2c1CCCC2 | -9.6% | 2.7% | -4.8% | i | 17.0% | -13.5% | -25.7% | -2.6 | 1.4%
Cc1ccc(C(=O)CCC(=O)NNC(=O)c2ccccc2O)cc1 | 0.1% | -0.5% | 2.8% | i | 2.8% | 4.3% | -2.5% | 1.3 | 7.0%
CCN(CC)C(=O)COc1ccc2c(c1)C(=O)CC(C)(C)O2 | -9.3% | 4.7% | 1.0% | i | 5.7% | nt | -19.5% | 0.7 | -11.8%

4 consecutive entries from above, for reference:
molecule | HepG2 viability | Nrf2 ARE act | A549 tox | ATXN viability | EPAC2 agonist | ATXN2 expr inh | TGFb inhibitor | IL-2 act | Nrf2 inh
CC(OC(=O)c1ccc(NC(=O)CC#N)cc1)C(=O)NC(c1ccccc1)c1ccccc1 (configuration not stated) | 8.2% | -0.1% | 2.3% | i | -10.6% | 0.4% | 1.0% | -0.3 | 9.9%
N#Cc1c(-n2cccc2C=O)sc2c1CCCC2 | -9.6% | 2.7% | -4.8% | i | 17.0% | -13.5% | -25.7% | -2.6 | 1.4%
Cc1ccc(C(=O)CCC(=O)NNC(=O)c2ccccc2O)cc1 | 0.1% | -0.5% | 2.8% | i | 2.8% | 4.3% | -2.5% | 1.3 | 7.0%
CCN(CC)C(=O)COc1ccc2c(c1)C(=O)CC(C)(C)O2 | -9.3% | 4.7% | 1.0% | i | 5.7% | nt | -19.5% | 0.7 | -11.8%

Compound activity from PubChem BioAssay.
